UPR CHOP act = apoptotic UPR (CHOP) activation; activation, % at 10 µM; actives 0.34% (n = 330,000); AID 449763; CHO-CHOP luciferase reporter, luminescence; percent of tunicamycin response over DMSO baseline;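 active means at 10 µM dose, activation of 40% or more, normalized to positive control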;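 further: 100% = tunicamycin at 10 µg/mL and 0% = DMSO alone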
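Dosing – one dose, 10 µM in 0.5% DMSO · System – CHO-CHOP cells, stable luciferase reporter of PERK-eIF2a-CHOP signalling · Input – 500 cells/well · Control set – tunicamycin 10 µg/mL final as positive, DMSO-only wells as negative · Timing – 6 h compound treatment, 37 °C · Measure – % activation vs tunicamycin · Technique – luminescence read with Steady-Glo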
Jurkat NFkB inh = inhibitors of the PMA/ionomycin-induced NF-kB reporter in Jurkat cells. PMA/ionomycin-induced NF-kB luciferase reporter, luminescence. inhibition, % at 4 µM. actives 0.53% (n = 330,000). AID 435003; in the data active means inhibition above about 50%
UPR XBP1 act = adaptive UPR (XBP1) activation; activation, % at 20 µM; CHO-XBP1 luciferase reporter, IRE1-XBP1 UPR activation, luminescence; percent of tunicamycin response, DMSO as zero; actives 0.33% (n = 330,000); AID 463104;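 active means versus positive control, 20 µM dose yields 30% or more activation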;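 further: 100% = tunicamycin at 10 µg/mL and 0% = DMSO only wells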
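Material: IRE1-XBP1 luciferase reporter CHO line / Quantity: one thousand reporter cells per well / Buffer or medium: F12 with 10% serum / Compound: 20 µM single concentration, DMSO 1% / Times: 6 h treatment, 37 °C / Detection: Steady-Glo luciferase glow luminescence, 10 min after reagent addition / Benchmarks: tunicamycin high, DMSO low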
CXCR6 inh = inhibitors of human CXCR6 receptor | O00574 | CHO-K1 PathHunter CXCR6 beta-arrestin, luminescence | inhibition, % at 20 µM | actives 0.36% (n = 360,000) | AID 602244; in the data active means inhibition above about 34%, passing the limit was not always enough;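 further: antagonist mode with CXCL16 agonist at 10 nM final; 0% = 10 nM CXCL16 with DMSO and 100% = unstimulated wells without agonist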
Target sequence (O00574 whole entry, looked up): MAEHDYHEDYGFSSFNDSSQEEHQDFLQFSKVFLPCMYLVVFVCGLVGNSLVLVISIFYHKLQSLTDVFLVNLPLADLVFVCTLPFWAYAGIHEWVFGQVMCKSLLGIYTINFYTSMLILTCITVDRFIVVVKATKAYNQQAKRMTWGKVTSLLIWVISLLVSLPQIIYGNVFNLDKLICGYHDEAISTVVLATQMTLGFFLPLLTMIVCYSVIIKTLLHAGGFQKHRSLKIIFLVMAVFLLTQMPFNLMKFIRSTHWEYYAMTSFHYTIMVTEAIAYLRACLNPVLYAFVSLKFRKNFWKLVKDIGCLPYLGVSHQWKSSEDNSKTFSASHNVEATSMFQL
Mdm2-MdmX inh = inhibitors of human Mdm2/MdmX interaction; O15151+Q00987; SaOS-2 split-luciferase Mdm2/MdmX complementation, luminescence; actives 3% (n = 330,000); inhibition, % at 8 µM;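 active means inhibition of at least 50% at 8 µM in the primary screen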
697 NFkB inh = lowers PMA/ionomycin-induced NF-kB signal in 697 B cells; 697 B-cell NF-kB luciferase reporter, 16 h; inhibition, % at 4 µM; actives 0.33% (n = 330,000); in the data active means inhibition above about 35%
CCR6 antagonist = CCR6 (human) receptor antagonism. inhibition, % at 20 µM. actives 0.49% (n = 340,000). CHO-K1 CCR6 PathHunter beta-arrestin, luminescence, CCL20-stimulated;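 active means compounds whose inhibition of the agonist-driven luminescence signal at 20 µM reaches about 50%, limit read from the data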;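 further: cells stimulated with CCL20 at 14 nM final; plate controls were DMSO with CCL20 for no effect and DMSO without agonist for full effect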
Target sequence (P51684 whole entry, looked up): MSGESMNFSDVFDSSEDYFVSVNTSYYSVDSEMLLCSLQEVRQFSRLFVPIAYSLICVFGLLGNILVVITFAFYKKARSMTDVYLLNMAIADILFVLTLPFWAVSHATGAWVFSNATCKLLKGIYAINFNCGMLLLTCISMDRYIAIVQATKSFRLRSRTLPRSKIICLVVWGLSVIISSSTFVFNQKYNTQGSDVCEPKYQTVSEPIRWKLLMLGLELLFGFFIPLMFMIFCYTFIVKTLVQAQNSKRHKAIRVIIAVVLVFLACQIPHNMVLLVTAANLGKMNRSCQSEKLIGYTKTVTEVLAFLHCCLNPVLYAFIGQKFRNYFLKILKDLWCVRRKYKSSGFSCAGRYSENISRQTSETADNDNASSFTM
EBI2 block = blocks human EBI2 receptor beta-arrestin signaling; actives 0.81% (n = 360,000); P32249; inhibition, % at 5 µM; EBI2 beta-arrestin recruitment, luminescence, 7a,25-OHC stimulated; AID 651636; in the data active means inhibition above about 38%;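 further: enzyme fragment complementation signal reports receptor beta-arrestin coupling in cells; 0% = agonist plus DMSO wells and 100% = wells without agonist; some results beyond the cut were filed as inactive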
Target sequence (P32249 whole entry, looked up, the tested form may be a part): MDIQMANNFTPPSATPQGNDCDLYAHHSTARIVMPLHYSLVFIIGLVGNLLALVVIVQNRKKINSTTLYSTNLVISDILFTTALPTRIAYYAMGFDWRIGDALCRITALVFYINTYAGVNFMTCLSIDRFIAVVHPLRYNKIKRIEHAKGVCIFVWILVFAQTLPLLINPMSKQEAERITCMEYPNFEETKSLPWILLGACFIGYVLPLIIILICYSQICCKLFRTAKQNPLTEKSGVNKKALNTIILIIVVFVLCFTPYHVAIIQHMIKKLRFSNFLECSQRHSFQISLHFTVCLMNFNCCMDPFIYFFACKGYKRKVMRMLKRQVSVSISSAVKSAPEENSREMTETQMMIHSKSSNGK
Gli-Sufu antag = blocks Gli-Sufu signaling in a luciferase reporter; Sufu-KO-LIGHT fibroblasts, Gli luciferase reporter luminescence; inhibition, % at 5 µM; actives 0.74% (n = 340,000); AID 588413;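 active means inhibition above about 55%, limit read from the data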;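 further: 0% = DMSO-treated cells and 100% = wells with medium but no cells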
The depositor's hits bear a star; i = inactive; x = not tested or not shown; & = joins results of further samples.

SMILES	UPR CHOP act	Jurkat NFkB inh	UPR XBP1 act	CXCR6 inh	Mdm2-MdmX inh	697 NFkB inh	CCR6 antagonist	EBI2 block	Gli-Sufu antag
COc1cccc(CN2CCNC(=O)C2CC(=O)NCc2cn3cccc(C)c3n2)c1OC (configuration not stated)	3.9	-13	-4	-3	-13	7	8	9	3
Clc1ccc(COn2ccnc2)cc1Cl	x	x	x	3	x	x	10	-2	-6
COc1ccc(/C=N/NC(=O)c2ccccc2F)cc1CN1CCN(c2ccc(F)cc2)CC1	x	x	x	2	x	x	11	-4	12
C#CCNC(=O)C1CCN(c2cc(C)nc(-c3ccccc3)n2)CC1	-0.4	-7	0	0	-11	9	4	5	-4
CC(C)(C)NC(=O)COC(=O)c1ccc(NC(=O)CC#N)cc1	0.7	1	5	-8	-31	-13	7	0	-7
COc1cc(C)ccc1Oc1nc(-c2ccccc2O)nc2ccccc12	1.2	9	-1	2	-29	14	25	9	-5
Fc1cccc(-c2csc(-c3ccno3)n2)c1	3.2	4	3	-1	7	-3	9	-6	-4
COc1ccc(C(=O)Nc2cccc3nc(C)ccc23)c(OC)c1	-0.3	-5	-4	-11	6	-9	-3	-6	3
O=C(Nc1ccc(S(=O)(=O)C(F)F)cc1)c1cccc(S(=O)(=O)N2CCOCC2)c1	-2.8	-8	-5	-8	41	1	3	1	6
CCCC(c1nnnn1CCc1ccccc1)N1CCN(C(=O)c2ccco2)CC1 (configuration not stated)	1.0	-3	0	2	-3	5	3	1	20
CCOc1ccc(NC(=S)NCc2nc3ccccc3[nH]2)cc1	2.3	-13	1	4	9	24	-17	0	-20
O=c1cc(CO)oc(C(Nc2ccccn2)c2ccc(F)cc2)c1O (configuration not stated)	0.2	6	-1	-6	-18	8	-11	-2	-1
Cc1onc(-c2ccccc2)c1C(=O)NC(=S)NNC(=O)c1ccco1	0.5	-17	3	9	-9	-13	22	11	1
COc1cc(/C=C/C(=O)Nc2ccccc2C(F)(F)F)cc(OC)c1OC	1.4	-1	-2	x	23	25	x	x	x
CCc1nnc(NC(=O)c2ccc(Cl)c(S(=O)(=O)N3CCc4ccccc43)c2)s1	0.0	-2	-6	21	-7	-38	1	-1	-4
COC(=O)c1ccc(N2CCN(S(=O)(=O)c3ccccc3)CC2)c([N+](=O)[O-])c1	0.8	3	0	-1	-24	-6	1	7	12
COc1ccc(NC(=O)Nc2c(C)n(C)n(-c3ccccc3)c2=O)cc1OC	1.8	11	-4	0	48	29	9	3	-8
NC(=O)c1ccc(NC(=O)COC(=O)c2cc(S(=O)(=O)N3CCOCC3)ccc2N2CCCCC2)cc1	0.3	0	1	5	-6	-6	15	-7	1
COc1ccc(NC(=O)CN2CCN(CC(=O)Nc3ccccc3OC)CC2)c(OC)c1	-0.1	17	-5	-3	-20	-1	11	5	11
CN(C(=O)C1CCCC1)C1CCS(=O)(=O)C1 (configuration not stated)	1.7	3	-2	-1	12	8	-12	10	-11
COc1ccccc1/C=C/CN1CCC(Oc2ccc(C(=O)N3CCCCC3)cc2)CC1	0.2	-12	-4	-2	37	-23	20	13	23
Cc1cc(C(=O)CN(Cc2ccc(F)cc2)S(=O)(=O)c2ccc3c(c2)OCCO3)c(C)n1C	-0.6	4	-2	-1	13	-17	11	-1	6
O=C(NC1CC2CCCC(C1)N2CC(=O)N1CCCc2ccccc21)C1CCCCC1 (configuration not stated)	-0.6	7	2	3	-34	0	5	7	9
COc1ccccc1Oc1ccc(N/C=C/C(=O)C(C)(C)C)cc1	2.0	-11	1	-3	5	-34	22	12	15
Nc1nnnn1/N=C/c1ccccn1	-2.3	2	-1	4	-2	20	-2	0	-2
CC(CC(=O)Nc1nncs1)c1ccccc1 (configuration not stated)	-0.9	-8	-2	-3	13	7	-7	-2	25
COc1ccc(-n2c(Cc3cccs3)nnc2SCC(=O)Nc2ccc3c(c2)OCCO3)cc1	1.8	-20	-1	0	27	20	14	5	0
COc1ccc(O)c(/C=N/N2CCCCC2)c1	2.5	-67	-2	-5	8	-92	14	1	-55
O=C(O)c1ccc2cccnc2n1	-1.6	-17	1	-6	-1	-7	-1	4	-5
Cc1ccc(NS(=O)(=O)c2cccc(C(=O)N3CCCCCCC3)c2)cc1	0.2	-9	1	8	16	-16	12	1	2
CCc1nn(CC(=O)NCCC2=CCCCC2)c(=O)c2cc3cc(F)ccc3n12	-0.5	-5	-1	3	50*	3	3	-3	0
COc1ccc(C(=O)Nc2ccnn2C2CCN(C(=O)c3cccnc3)CC2)cc1	2.6	-16	-6	-3	16	15	1	-13	-8
CC(NC(=O)c1ccco1)C(=O)Nc1nccs1 (configuration not stated)	-0.7	-10	-2	1	-15	-15	0	-6	13
COC(=O)[C@H](CC(C)C)NC(=O)N1CCCCC1	-0.2	1	-1	0	24	2	-12	-7	1
CCN(CC(=O)Nc1ccccc1C(F)(F)F)C(=O)Cn1c(=O)cnc2ccccc21	0.2	14	2	7	-11	-14	-16	-2	6
Cc1ccc(C(=O)Nc2cccc(C(F)(F)F)c2)cc1NC(=O)c1cnnc2ccccc12	1.8	-20	-4	2&2	8	-33	11	-1&16	18
CCOCc1nnc(NC(=O)c2c(OC)cccc2OC)s1	2.2	-5	0	2	19	25	-3	0	6
CCNc1c2c3c(cccc3n(C)c1=O)C(=O)c1ccccc1-2	-2.1	-4	-1	x	37	15	3	x	22
O=C(NCc1cn2ccccc2n1)c1ccc2c(c1)OCO2	1.5	6	0	-8	10	6	6	-4	2
Cc1cc(C)cc(NC(=O)Cc2ccc(S(=O)(=O)N3CCCC3)s2)c1	1.7	7	-4	6	18	13	17	7	-3
CCN(C(=O)C1=COCCO1)c1nc2c(C)cccc2s1	6.9	-25	2	-5	-40	-23	-6	0	-28
COc1ccc2c(c1)CCc1cnc(N)nc1-2	2.8	-19	0	6	40	3	-12	-3	-19
CCCc1cc(=O)oc2cc(C)cc(OCC(=O)NCCCN3CCOCC3)c12	1.6	-4	-4	1	-33	-6	15	-15	6
Cc1cc(Cl)c2oc(C(=O)NCC(C)(C)N3CCOCC3)c(C)c2c1	5.7	-27	3	1	-9	-87	7	-2	4
CC(C)c1ccccc1NC(=S)NCc1ccncc1	-2.7	2	0	-3	0	-4	10	-3	-10
COc1ccc(/C=C/C(=O)Nn2cnnc2)cc1	1.8	5	-3	-10	-17	17	4	-8	-1
CCOC(=O)CSc1nc2cc3c(cc2cc1C#N)OCCO3	2.6	-173	0	-3	-15	-356	-1	-4	17
CCN(CC(=O)Nc1c(F)cccc1F)C(=O)CCc1ccc(OC)cc1	-0.9	8	2	-8	-11	34	-11	-4	-8
N#CCC(=O)Nc1ccc(C(=O)OCC(=O)N2CCCC2=O)cc1	-1.4	6	-2	-5	6	0	15	0	-25
O=C(CSc1nc2ccccc2s1)Nc1cc(S(=O)(=O)N2CCOCC2)ccc1Cl	-1.2	3	3	-4	16	0	15	7	-4
O=C(CNC(=O)c1ccc2ccccc2c1)Nc1ncccc1O	4.6	1	1	-6	-20	-6	-4	-7	-14
O=[N+]([O-])c1ccc(N2CCN(S(=O)(=O)c3ccccc3)CC2)cc1N1CCc2ccccc2C1	-1.3	-5	0	6	-1	-56	12	8	10
CCCCCn1c(C(Cc2ccccc2)NC(C)=O)nc2ccccc21 (configuration not stated)	0.6	-2	-2	-2	-49	-22	6	-6	-2
COc1ccc(Cl)cc1C(=O)OCC(=O)NC(=O)c1cccn1C	-0.1	14	1	0	4	15	1	7	-4
O=C(Nc1ccc(C#Cc2ccccc2)cc1)C1CC1	5.3	-277	5	9	34	i	1	-3	-98
Cc1cc(O)c(NC(=O)c2cc([N+](=O)[O-])ccc2Cl)cc1C	3.8	35	1	-6	25	23	-2	-11	-19
O=C(CC1SC(=Nc2ccccc2F)N(CCN2CCOCC2)C1=O)Nc1ccc(F)cc1F (configuration not stated)	2.7	3	-2	5	5	13	7	-3	6
CCC1Sc2ccc(S(=O)(=O)CCC(=O)NCc3ccco3)cc2NC1=O (configuration not stated)	-1.5	26	-2	2	7	-4	-2	-5	8
CC(=O)c1ccc(N2CCN(C(=S)Nc3ccccc3F)CC2)cc1	0.3	22	-2	-7	-10	22	1	-1	11
Nn1c(SCC(=O)NC2CCCCC2)nnc1-c1ccccc1F	-0.4	7	-2	10	-7	18	-8	-10	0

Three entries from above, ordered by length of the SMILES, ascending.
SMILES	UPR CHOP act	Jurkat NFkB inh	UPR XBP1 act	CXCR6 inh	Mdm2-MdmX inh	697 NFkB inh	CCR6 antagonist	EBI2 block	Gli-Sufu antag
COc1ccc(/C=C/C(=O)Nn2cnnc2)cc1	1.8	5	-3	-10	-17	17	4	-8	-1
CCCCCn1c(C(Cc2ccccc2)NC(C)=O)nc2ccccc21 (configuration not stated)	0.6	-2	-2	-2	-49	-22	6	-6	-2
CCC1Sc2ccc(S(=O)(=O)CCC(=O)NCc3ccco3)cc2NC1=O (configuration not stated)	-1.5	26	-2	2	7	-4	-2	-5	8

Going on with the list:
SMILES	UPR CHOP act	Jurkat NFkB inh	UPR XBP1 act	CXCR6 inh	Mdm2-MdmX inh	697 NFkB inh	CCR6 antagonist	EBI2 block	Gli-Sufu antag
CNc1nc(Oc2ccc(C(=O)OC)cc2)nc(SC)n1	-1.9	-10	-3	-6	15	4	-11	-1	7
Cc1cccn2c(=O)c(/C=N/O)c(NCc3ccccc3)nc12	2.2	7	10	6	42	9	4	33	3
NC(=O)c1ccc(SCC(=O)OCC(=O)N2CCN(C(=O)c3ccco3)CC2)c([N+](=O)[O-])c1	1.2	9	0	10	25	16	13	3	-7
CC(C)NC(=O)NC(=O)COC(=O)c1ncc(Cl)c(Cl)c1Cl	-0.5	8	-3	-17	13	-1	-7	-8	-2
COc1ccc(-c2cc(C(=O)O)no2)cc1	-1.1	-6	-4	7	10	11	18	-5	3
CC(C)(C)NC(=O)C(=O)NNC(=O)c1ccc(C(C)(C)C)cc1	1.0	3	-1	12	-13	0	22	-6	-5
COc1cc(C(=O)NC2CCCC2)c(Br)c(OC)c1OC	-0.1	-9	-2	-2	14	3	1	-8	16
C=CCOc1ccc(CNc2nn[nH]n2)cc1	0.0	0	-2	4	25	6	-8	-13	4
O=C(CSc1n[nH]c(=O)[nH]c1=O)c1ccccc1	-1.7	-22	0	-3	21	2	4	-12	-2
CCOC1=C(C#N)CC2(CC1)c1ccccc1-c1ccccc12	x	x	x	5	x	x	28	4	5
O=C(Nc1cccc(O)c1)C1CC(c2ccc(Cl)cc2)=NO1 (configuration not stated)	1.8	5	-5	1	24	8	-2	-13	6
O=C(NCCNC(=O)c1ccccc1)c1ccccc1	-0.4	-2	-3	-3	-4	-12	8	0	0
CC(=O)Nc1ccc(NCc2ccc(C)s2)cc1	2.5	-29	1	-2	-9	-47	0	-7	8

Copied from the list:
CCOC1=C(C#N)CC2(CC1)c1ccccc1-c1ccccc12 in CCR6 antagonist is listed with 28
Cc1cccn2c(=O)c(/C=N/O)c(NCc3ccccc3)nc12 in Gli-Sufu antag is listed with 3
COc1cc(C(=O)NC2CCCC2)c(Br)c(OC)c1OC in 697 NFkB inh is listed with 3
COc1ccc(-c2cc(C(=O)O)no2)cc1 in UPR CHOP act is listed with -1.1

High-throughput results: PubChem BioAssay, Sanford-Burnham Center for Chemical Genomics
